Screens: PubChem BioAssay, National Center for Advancing Translational Sciences (NCATS)
RGS4 inh: inhibitors of human regulator of G protein signaling 4; Transcreener GDP fluorescence polarization, RGS4-accelerated GTP hydrolysis; Potency, µM (doses to about 114 µM), for inactives: at the highest dose activity change, negative = inhibition, usual class: inhibitors; hit rate 0.039% among 390,000; note: potency is the fitted concentration of half-maximal effect; % is set by controls: 0 for no effect and ±100 for the full control effect; nearly all actives have a fitted effect of over 75% in size; some results filed as inactive show a strong effect at the top dose
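MLSMR compounds (23 nl, pin-transferred) preincubated 10 min at room temperature with a 500nM (2x) first reagent, then RGS4 at 900nM (2x) plus Transcreener GDP mix added; fluorescence polarization (620/688 nm) read before and after 90 min at 30 °C.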
ERG-DNA inh: blocks human ERG Ets domain binding to DNA; P11308; fluorescence polarization, His-ERG Ets domain / labelled DNA; Potency, µM (top dose mostly 76.9 µM), for inactives: at the highest dose FP activity, negative = inhibition, actives largely listed as inhibitors; hit rate 0.028% among 370,000; AID 624246; active = well fitted inhibition curve with a large enough effect in the polarisation, with a control signal flat; inconclusive = small, poorly fitted or top-dose-only effect, or effect the other way, or a change in a side signal; inactive = no such curve, though single readings can be large or run the other way; the % refers to the polarisation;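 note: polarization taken with two DNA probes labelled with fluorescein and Texas red; potency is the fitted concentration of half-maximal effect; % of control where 0% means no effect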
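His-tagged ERG Ets domain (1 uM in the protein solution; 300mM KCl, 50mM Tris-HCl, 1mM EDTA, 1mM DTT, pH 7.5) received compound, then a probe mix of 5 nM fluorescein-DNA and 100nM Texas-615-DNA. Fluorescence polarization was read for both dyes.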
LDHA block: LDHA (human) enzyme inhibition; P00338; purified LDHA, NADH/diaphorase-resazurin fluorescence; active compounds read low; activity change, % (values are at about 110 or 230 µM); hit rate 0.15% among 480,000; AID 1347041; in the data active = activity change below about -30%; inconclusive = mostly about -25% to -30%;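 note: plate controls were DMSO wells for no effect and wells without enzyme for full effect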
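LDH5 2 nM; NADH 0.06 mM, pyruvate 0.2 mM; 200 mM Tris pH 7.4, EDTA, Tween-20; 5 min RT. Detection: diaphorase 0.133 mg/mL + resazurin 37 µM, fluorescence ex540/em590 at 0 and 20 min; normalized to enzyme-free and DMSO wells.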
Pol kappa inh: inhibitors of human DNA polymerase kappa; Q9UBT6; purified Pol kappa, fluorescent DNA synthesis assay, 10 min; Potency, µM (highest dose often 107 µM), inactives show at the highest dose activity, negative = inhibition, hits mostly inhibitors; hit rate 0.53% among 400,000; note: potency is the fitted concentration of half-maximal effect; % is set by controls: 0 for no effect and ±100 for the full control effect
Target sequence (Q9UBT6 whole entry, looked up): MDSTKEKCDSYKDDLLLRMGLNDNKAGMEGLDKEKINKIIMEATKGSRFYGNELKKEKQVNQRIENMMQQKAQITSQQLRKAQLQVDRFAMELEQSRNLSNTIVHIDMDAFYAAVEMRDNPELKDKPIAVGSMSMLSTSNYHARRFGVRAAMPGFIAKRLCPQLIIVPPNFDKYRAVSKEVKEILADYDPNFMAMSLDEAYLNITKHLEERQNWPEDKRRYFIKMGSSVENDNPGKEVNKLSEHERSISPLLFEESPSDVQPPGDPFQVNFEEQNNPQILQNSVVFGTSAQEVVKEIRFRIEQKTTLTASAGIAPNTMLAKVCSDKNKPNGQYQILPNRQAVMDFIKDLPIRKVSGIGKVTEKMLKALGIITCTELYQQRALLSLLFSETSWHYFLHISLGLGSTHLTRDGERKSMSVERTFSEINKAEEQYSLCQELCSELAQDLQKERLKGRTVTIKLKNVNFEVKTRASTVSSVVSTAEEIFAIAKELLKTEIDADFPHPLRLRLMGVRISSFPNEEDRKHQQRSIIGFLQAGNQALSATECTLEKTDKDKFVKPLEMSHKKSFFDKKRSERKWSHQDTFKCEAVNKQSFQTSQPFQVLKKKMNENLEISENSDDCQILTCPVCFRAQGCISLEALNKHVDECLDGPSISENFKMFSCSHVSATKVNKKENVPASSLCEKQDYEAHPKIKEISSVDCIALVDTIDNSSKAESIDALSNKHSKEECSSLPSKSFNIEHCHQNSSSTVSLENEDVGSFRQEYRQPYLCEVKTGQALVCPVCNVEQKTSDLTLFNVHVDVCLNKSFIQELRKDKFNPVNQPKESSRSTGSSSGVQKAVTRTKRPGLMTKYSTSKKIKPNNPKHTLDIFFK
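Readout: fluorescence, taken kinetically at 0 and 10 min. Conditions: 10 nM Pol kappa, 15 min RT compound preincubation, 50 nM substrate final. Controls: enzyme-free buffer wells.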
Anesthetic bind: binds horse apoferritin like a general anesthetic; Potency, µM (titrated, usually from 77.5 µM), without a hit: top-dose activity change, negative = displacement, most hits filed as inhibitors; P02791; hit rate 0.074% among 350,000; apoferritin/1-aminoanthracene competitive binding, fluorescence; note: potency is the fitted concentration of half-maximal effect; % is set by controls: 0 for no effect and ±100 for the full control effect; nearly all actives have a fitted effect of over 20% in size
Target sequence (P02791 2-175 limits assumed): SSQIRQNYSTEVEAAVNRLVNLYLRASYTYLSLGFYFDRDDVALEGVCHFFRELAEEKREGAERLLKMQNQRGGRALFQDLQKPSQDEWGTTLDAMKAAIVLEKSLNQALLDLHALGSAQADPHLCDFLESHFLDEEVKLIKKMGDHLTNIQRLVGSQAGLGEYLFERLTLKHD
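Apoferritin-based anesthetic binding model; compound displacement of fluorescent 1-AMA measured as endpoint fluorescence after 10 minutes at room temperature, scaled to free-ligand and complex controls.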
12-LOX inh: ALOX12 (human) lipoxygenase inhibition | AID 1671190 | P18054 | purified 12hLO, xylenol orange hydroperoxide absorbance | Potency, µM (highest dose often 108 µM), for the others: top-dose activity change, negative = inhibition, most hits filed as inhibitors | hit rate 1.1% among 580,000; note: potency is the fitted concentration of half-maximal effect; % is set by controls: 0 for no effect and ±100 for the full control effect
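Purified human 12hLO (150 nM final) in 25 mM Hepes, 0.01% Triton X-100, pH 7.0 was preincubated 15 min at room temperature with compound. Then 40 uM arachidonic acid was added, 30 min. Hydroperoxide was read by Fe-XO absorbance ratio 573/405 nm.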
POLB inh: inhibitors of human DNA polymerase beta; P06746; Potency, µM (doses to about 114 µM), for inactives: at the highest dose activity change, negative = inhibition, hits mostly inhibitors; hit rate 1.3% among 340,000; Pol beta primer extension/strand displacement, fluorescence kinetic; note: potency is the fitted concentration of half-maximal effect; % is set by controls: 0 for no effect and ±100 for the full control effect
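Preincubation: enzyme (10 nM) with compound, 15 min, RT. Reaction: substrate added to 50 nM final. Reads: 0 and 10 min. Analysis: normalized, Hill fit.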
APE1 inh: blocks human APE1 abasic DNA cleavage; hit rate 0.35% among 350,000; AID 2517; recombinant APE1, TAMRA/BHQ-2 abasic DNA cleavage fluorescence; Potency, µM (highest dose often 65.8 µM), for inactives: at the highest dose activity change, negative = inhibition, usual class: inhibitors;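 note: potency is the fitted concentration of half-maximal effect; plate controls were vehicle for no effect and reference inhibitor for full effect; nearly all actives have a fitted effect of over 55% in size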
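APE1 at 0.75 nM final was preincubated with compound 15 min at room temperature, then 50 nM double-stranded THF abasic-site substrate (5'-TAMRA/3'-BHQ-2) was added. Fluorescence (ex 525/em 598 nm) was read kinetically; third-minus-first read gave activity.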
POLH inh: DNA polymerase eta (human) inhibition; recombinant Pol eta, fluorescent DNA replication assay; Q9Y253; hit rate 1.2% among 390,000; Potency, µM (titrated, usually from 114 µM), for inactives: at the highest dose activity change, negative = inhibition, usual class: inhibitors; note: potency is the fitted concentration of half-maximal effect; % is set by controls: 0 for no effect and ±100 for the full control effect
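Pol eta at 10 nM preincubated with compounds 15 min at room temperature; reaction started with fluorescent substrate (50 nM final) and read kinetically at 0 and 10 min.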
* = called active by the depositor; ? = inconclusive; . = no result given; [ ] = dose if it differs, or a comment. Unless noted, calls come from the whole dose curve; as a rule, active = well fitted curve in the direction sought with a large enough effect; inconclusive = small, poorly fitted or top-dose-only effect, or another doubt; inactive = no such curve, though single readings can be large; an effect the other way counts as inactive or inconclusive. Only part of the results is shown; the hit share may differ from the screen's.

SMILES,Pol kappa inh,APE1 inh,RGS4 inh,Anesthetic bind,12-LOX inh,POLB inh,POLH inh,ERG-DNA inh,LDHA block
CC1CN(Cc2nc3c(c(=O)n(C)c(=O)n3C)n2Cc2cccc(Cl)c2)CC(C)O1 (centres undefined),-21%,?,19%,-5%,-5%,-12%,-7%,-8%,-4
CCOc1cc(C(=O)Nc2ncccn2)cc(OCC)c1OCC,-3%,3%,-20%[11.4 µM],-9%,-32%,-13%,-4%,-7%,-2
CCOc1cc(OCC)nc(S(C)(=O)=O)n1,-13%,8%,-1%,-11%,-19%,0%,-11%,.,-9
COC(=O)c1ccc(NC(=O)CSc2nnc(COc3ccc4c(c3)CCCC4)o2)cc1,-8%,-1%,1%,-4%,16%,32%,-3%,.,-10
CCOC(=O)C1=C(CN(CC)Cc2ccccc2)NC(=O)NC1c1ccc(OC(C)C)cc1 (centres undefined),-10%,.,-17%,74%[activator],-1%,-1%,-16%,0%,2
COc1ccc(S(=O)(=O)N2CCOC23CCN(S(=O)(=O)c2ccc(Cl)cc2)CC3)cc1,-13%,2%,-5%,.,-2%,.,-22%,-2%,-3
CCCC(C)C1c2c(c(C)c(C)oc2=O)Oc2c(C)c(C)oc(=O)c21 (centres undefined),-13%,3%,14%,.,-21%,.,-1%,-13%,-1
CCCC1C2C(=O)N(c3ccccc3)C(=O)C2ON1c1ccccc1 (centres undefined),6%,?,-8%,?,1%,-15%,-3%,-14%,-12
COc1ccc(CC(=O)OCC(=O)N2CCCc3ccccc32)cc1OC,2%,41%,-4%,.,-9%,.,-22%,13%,-1
COc1ccc(C2=CSC3=NCCN23)cc1Br,-13%,.,12%,.,-30%,.,7%,12%,-1
Cc1cc(C)n2nc(C(=O)OCCOc3ccc(F)cc3)nc2n1,6%,6%,-33%,-23%,28%,-18%,-4%,-3%,5
CCCn1cc(S(=O)(=O)CC(=O)NC2CCCCC2)c2ccccc21,1%,-1%,-15%,-9%,1%,23%,3%,.,-4
COc1ccc(Nc2nc(N)c([N+](=O)[O-])c(NC3CCCCC3)n2)cc1,-4%,-15%,5%,?,?,-16%,?,-3%,1
NC(=O)c1ccc(OCC2CCCO2)cc1 (centres undefined),-1%,49%[activator],9%,-1%,-6%,-5%,2%,-12%,-8
CCCNC(=O)CSc1c(CCC)cnc2c1c(=O)n(C)c(=O)n2C,2%[60.1 µM],.,-20%,-9%,-17%,-10%,-12%,2%,2
CCOC(=O)c1cnc(SC)nc1NCCOC,0%,3%,2%,-5%,-2%,-1%,-17%,13%,-6
O=C(CCn1c(=S)oc2ccccc21)NCCC1=CCCCC1,12%,0%,-37%,0%,5%,-3%,-9%,22%,-1
CN(C)S(=O)(=O)c1ccc(N2CCCC2)c(C(=O)Nc2ccccc2)c1,1%,10%,-37%,.,-22%,.,-14%,-14%,-3
CCn1c(SCC(=O)N/N=C/C=C/c2ccccc2[N+](=O)[O-])nnc1-c1ccccc1,2%,5%,?,?,16%,-1%,-9%,-2%,-4
C=Cc1ccc(Cn2c(=O)n(-c3ccccc3C)c(=O)c3c4c(sc32)CN(C(C)=O)CC4)cc1,-2%,.,-18%,-9%,0%,-18%,-10%,-9%,-2
Nn1c(Cc2ccc(F)cc2)n[nH]c1=S,-12%,-7%,-3%,-11%,?,0%,6%,-4%,-2
Cc1ccc(-n2ncc3c(NCCCn4ccnc4)ncnc32)cc1C,-1%[60.1 µM],.,18%,4%,1%,12%,-2%,4%,3
CSCCC(NC(=O)COc1ccccc1)C(=O)N1CCCCC1 (centres undefined),-13%,10%,7%,-8%,-1%,13%,-4%,-7%,-1
Cc1cc(=O)[nH]c(N/N=C/c2cccc(Br)c2)n1,1%,23%,1%,-9%,-12%,0%,-9%,-9%,-3
COc1cccc(NC(=O)CCC2CCN(Cc3nccs3)CC2)c1,-8%,52%[activator],-21%,-2%,-1%,-3%,-18%,-21%,-1
Cc1csc(/N=C/c2ccc([N+](=O)[O-])cc2)n1,-7%,-2%,6%,-5%,-4%,3%,-2%,3%,5
NNC(=O)c1oc2nc(-c3ccccc3)cc(-c3ccccc3)c2c1N,-10%,-4%,0%,-10%,9%,-3%,-23%,4%,-3
COc1ccc2c(CNCc3cccs3)c(C(=O)O)n(Cc3ccc(C)cc3)c2c1,-12%,.,5%,1%,-16%,27%,0%,11%,-7
COc1ccc(NC(=O)CN(C)CC(=O)Nc2ccc(Cl)cc2[N+](=O)[O-])cc1,-4%,?,-23%,?,-5%,0%,-16%,-1%,1
CC(C)CNC(=S)N1CCC(C(=O)c2ccc3c(c2)OCCO3)CC1,-12%,-9%,14%,-23%,-3%,17%,-6%,-7%,-2
Cc1nn(C)cc1C(C(=O)NC1CCCCC1)N(C(=O)Cc1cccs1)c1ccc(Cl)cc1 (centres undefined),-4%,1%,6%,-5%,0%,2%,-17%,3%,-9
Cn1c(=O)oc2cc(S(=O)(=O)Nc3cccc(F)c3)ccc21,-7%,-5%,-13%,2%,457%[activator],25%,-2%,-9%,-13
CCN(CC)CCCNCC(=O)Nc1ccc2c(c1)CCC2,-8%,-4%,-16%,0%,?,-2%,-13%,-4%,-18
CC(C)(c1ccc(O)c([N+](=O)[O-])c1)c1ccc(O)c([N+](=O)[O-])c1,-10%,.,-5%,.,?,.,-15%,9%,6
CC(C)OC(=O)Cn1c(=O)oc2ccccc21,-14%,0%,19%,-5%,.,5%,0%,-6%,-5
CN1C(=S)SC(C)(C)C1(C)NO (centres undefined),-6%,-5%,3%,-17%,?,22%,-8%,-4%,-3
COC(=O)/C(C#N)=C/c1c(N2CCN(C)CC2)nc2ccccn2c1=O,-5%,-5%,20%,-9%,14%,4%,5%,18%,1
CCc1ccc(-n2cnc3cc(C(=O)NCC(OC)OC)ccc32)cc1,-10%,21%,-8%,-8%,8%,33%,-11%,0%,-1
Cc1ccc(CNC(=O)CCC(=O)N2CCSc3ccccc32)cc1,-11%,.,-2%,40%[activator],1%,-5%,-4%,3%,-3
CCOC(CNC(=O)Cn1nc(C)c2ccccc21)OCC,1%,-1%,-8%,-2%,9%,5%,-17%,1%,-1
CCS(=O)(=O)c1nc(S(=O)(=O)c2ccc(C)cc2)c(NCCCN(C)C)s1,-10%,38%[activator],-3%,-3%,3%,-1%,2%,-14%,-2
COc1ccc(NC(=O)N2CCN(c3nc4ccccc4n3C(C)C)CC2)cc1,?,0%,-35%,-8%,6%,3%,-5%,7%,7
CC(C)c1ccc(S(=O)(=O)Nc2ccc(SC(F)F)cc2)cc1,-8%,3%,9%,-10%,?,1%,-32%,-1%,5
CCC(=O)Nc1ccc(S(=O)(=O)NCc2ccc3c(c2)CCN3C(=O)c2ccc(C)cc2)cc1,-14%[60.1 µM],.,17%,66%[activator],0%,6%,-12%,-3%,-19
O=C(C[C@H]1C/C=C\CC[C@H](Cc2ccc(F)cc2)C(=O)O[C@@H](c2ccccc2)CNC1=O)N[C@@H](CO)Cc1ccccc1,-6%,-8%,-4%,.,14%,.,-17%,-9%,-14
O=C(Nc1cccc(Cl)c1N1CCOCC1)c1cc([N+](=O)[O-])ccc1N1CCOCC1,0%,-15%,7%,-7%,170%[activator],-1%,-9%,-2%,-2
O=C(Nc1ccccc1-c1nnc(SCc2ccc(Cl)cc2)o1)c1ccccc1,5%,11%,-25%,-2%,-9%,9%,-1%,-18%,-7
CC(=O)NCC(=O)OCC(=O)Nc1nc(-c2ccccc2)cs1,-7%,13%,23%,-6%,19%,3%,-2%,2%,-9
N#CCCn1cc(C(=O)Nc2ccccc2Br)c(-c2cccs2)n1,6%,-4%,-2%[11.4 µM],2%,-6%,2%,7%,-5%,-2
CCN(CC)S(=O)(=O)c1ccc(O)c(NC(=O)CN2CCc3ccccc3C2)c1,0%,2%,-11%,-7%,1%,0%,-17%,6%,-3
CC(C)c1ccc(S(=O)(=O)c2nnn3c2nc(N2CCCCC2)c2sccc23)cc1,-5%,.,-3%,-9%,-10%,34%,-19%,3%,-5
CC(C)CCNS(=O)(=O)c1ccc(N2CCCCS2(=O)=O)cc1,-6%[60.1 µM],.,35%,4%,5%,13%,-12%,9%,-8
Cc1ccc(S(=O)(=O)N2CCCCC2)cc1NC(=O)COC(=O)c1ccccc1F,2%,0%,-28%,-13%,-1%,-3%,-16%,-6%,2
CC1CCN(C(=O)c2cc(-c3ccc4c(c3)OCO4)on2)CC1,-4%,75%[activator],9%,-13%,-9%,-8%,-6%,2%,0
CC(=O)c1cccc(NC(=O)c2cccc(S(=O)(=O)N(C)C)c2)c1,-1%,11%,7%[11.4 µM],-8%,-1%,1%,-10%,10%,-5
CCOc1ccc(S(=O)(=O)N(CC(=O)N2CCC(C(N)=O)CC2)c2ccc(F)cc2)cc1,-14%,-3%,17%,-2%,6%,20%,-8%,-13%,-6
